Screening results from PubChem.
p53ts 32C kill – p53ts cell cytotoxicity, permissive temperature; hit rate 0.93% among 130,000; H1299-p53A138V at 32C, ATP luminescence viability, 24 h; Potency, µM (series often up to 46.1 µM), for inactives: top-dose activity change, negative = cytotoxicity, most hits filed as cytotoxic;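 further: 0% = DMSO and -100% = full killing by reference compound; nearly all actives have a fitted effect of over 55% in size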
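H1299-p53 A138V cells (temperature-sensitive p53) exposed 24 h to up to 46 uM compound at 32C, where p53 is wild-type in conformation. Viability read as ATP luminescence and normalised to DMSO and 100 uM tamoxifen. AC50 fitted with the Hill equation.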
p53ts 39C tox – cytotoxicity in p53ts cells at nonpermissive temperature; H1299-p53A138V viability at 39C, ATP luminescence, 24 h; Potency, µM (series often up to 46.1 µM), inactives show at the top dose activity change, negative = cell killing, hits mostly cytotoxic; hit rate 1.5% among 130,000; further: nearly all actives have a fitted effect of over 55% in size
IkB sig inh – suppresses IkB signaling in ABC-DLBCL reporter cells | ABC-DLBCL IkBa-CBG/CBR dual luciferase ratio, 4 h; response scale: scaled: untreated 0%, proteasome inhibitor 100% | Potency, µM (series often up to 57.1 µM), inactives show at the top dose IkBa stabilization activation | hit rate 0.04% among 110,000 | AID 445; active means well fitted curve in the direction sought with a large enough effect in the signal ratio, not every such curve was filed as active; inconclusive means small, poorly fitted or top-dose-only effect, or a change in a side signal; the % refers to the signal ratio;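 further: the direction sought is a rising ratio; 0% = basal untreated cells and 100% = reference inhibitor full response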
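Curves were fitted separately to fusion (green), unfused (red) and ratio luminescence, then classed by r2, magnitude and activity. Cells: OCI-Ly3, 4 h compound plus doxycycline at 37C; 10 uM MG-132 defined full response.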
Peg3 imprint – induces erasure of genomic imprints in mouse ES cells. mouse ES Peg3-LacZ reporter, beta-gal luminescence, 40 h. Potency, µM (series often up to 60.7 µM), without a hit: at the highest dose activity change, positive = activation, actives largely listed as activators. hit rate 0.02% among 110,000. AID 1948;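 further: 0% = negative control wells on the plate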
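Imprint erasure is scored as LacZ activity from the silenced maternal Peg3 allele in feeder-free female ES cells cultured 40 h with LIF. Luminescence is normalized to in-plate negative controls and fitted to the Hill equation.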
Starred values were filed as active, the others as inactive; ? = inconclusive; . = not tested or not shown; & = joins results of further samples; [ ] = dose if it differs, or a comment. Unless noted, the call rests on the fitted dose curve; in most records, active means well fitted curve in the direction sought with a large enough effect; inconclusive means small, poorly fitted or top-dose-only effect, or another doubt; inactive means no such curve, though single readings can be large; an effect the other way counts as inactive or inconclusive. Unless noted, on the % scale 0 is the no-effect control and ±100 the full control effect; potency means the concentration at half of the fitted maximal effect.

SMILES	p53ts 32C kill	p53ts 39C tox	IkB sig inh	Peg3 imprint
CC1/C(=N/O)CC(c2ccccc2)N(C)C1c1ccccc1 (stereo unspecified)	10%	10%	.	.
CCOC(=O)N1CCC(N(CCCOC)C(=O)Nc2ccc(CC)cc2)CC1	2%	0%	0.9%	4%
Cc1ccc(CNC(=O)c2oc3ccc(S(=O)(=O)N4CCC5(CC4)OCCO5)cc3c2C)cc1	-6%	7%	?	-12%
Cc1c(CN2CCCCC2C)c(=O)n(-c2ccccc2)n1C (stereo unspecified)	-4%	15%	0.0%	-4%
Cc1ccc(S(=O)(=O)N2CC=C(c3c(C)n(CC(=O)N4CCCC4)c4ccccc34)CC2)cc1C	12%	-11%	?	-9%[10.9 µM]
CCOC(=O)c1cnc(SCC(=O)Nc2ccccc2N2CCOCC2)nc1N	11%	6%	-2.1%	4%
CC(NC(=O)c1cccs1)C(c1cccs1)N1CCOCC1 (stereo unspecified)	-6%	0%	0.2%	-3%
O=C(O)CCCCCN1C(=O)CSC1=S	7%	2%	?	-5%
CCCN(CCC)CCNC(=O)c1cc2c(-c3ccccc3F)nn(C)c2s1	-2%	-11%	0.4%	-13%[10.9 µM]
Cc1cc(OCC(=O)NCC2(N(C)C)CCCCC2)cc(C)c1Cl	-10%	-5%	1.4%	10%[10.9 µM]
CC(C)c1ccc(Nc2cc(C(=O)NCCc3ccccc3)c3ccccc3n2)cc1	5%	8%	-0.2%	11%[10.9 µM]
COc1cccc(-n2c(-c3ccco3)nc3c(cnn3-c3ccccc3C)c2=O)c1	14%	29%	-2.1%	-13%[10.9 µM]
O=C(NCc1ccccc1)C1CC2CCCC(C1)C2=O (stereo unspecified)	6%	11%	0.5%	-2%
CCCC(CCC(=O)NC1CCCCC1)C(=O)O (stereo unspecified)	0%	6%	-3.8%	-5%
COc1ccc(CCNC(=O)c2ccc3c(c2)N(Cc2ccc(F)cc2)CCS3)cc1OC	-1%	2%	1.7%	17%[10.9 µM]
Cc1ccc(C(=O)Nc2nccs2)cc1S(=O)(=O)N1CCCCC1	-13%	-17%	?	-25%
CCC(C(=O)NCCc1cc(OC)ccc1OC)n1nc(C)c2c(C)n(-c3ccccc3)nc2c1=O (stereo unspecified)	3%	-3%	?	8%[10.9 µM]
CCn1c(=O)cc(OCC(=O)N(C)c2cc(Cl)ccc2C)c2ccccc21	4%	?	7.3%	18%[10.9 µM]
Cc1cc(C)nc(N(C#N)Cc2ccc(Br)cc2)n1	9%	19%	?	-13%
O=C(Cn1ncc2c3ccccc3n(Cc3cccc(Cl)c3)c2c1=O)NCCC1=CCCCC1	1%	-1%	0.2%	-6%[10.9 µM]
Cc1cc(=O)[nH]c(SCC2COC3(CCCCC3)O2)n1 (stereo unspecified)	4%	-7%	0.3%	-8%
CCOC(=O)Nc1ccc(S(=O)(=O)Nn2cnnc2)cc1	-5%	-8%	-2.9%	0%
O=c1cc(-c2ccccc2)n2c(SCc3ccc(Cl)cc3)nnc2[nH]1	-4%	6%	?	4%[10.9 µM]
CN1C(=O)C2(c3ccccc31)N(c1ccccc1)C(=O)CS2(=O)=O (stereo unspecified)	-2%	1%	0.3%	-4%[10.9 µM]
CCN(CC)c1nc2ccccc2nc1C(=O)Nc1ccc(C(C)=O)cc1	20%	-5%	2.0%	-10%[10.9 µM]
Other records.
SMILES	p53ts 32C kill	p53ts 39C tox	IkB sig inh	Peg3 imprint
Cc1oc2ncn(CC(C)C)c(=O)c2c1C(=O)NCCCN(C)Cc1ccccc1	-3%	5%	-1.1%	-11%[10.9 µM]
COC(=O)c1ccccc1NC(=O)N(Cc1ccc(C)cc1)Cc1cccn1-c1nnc(N2CCCC2=O)s1	-2%	3%	-2.5%	-5%[10.9 µM]
O=C1CSC(c2nn(-c3ccccc3)cc2-c2cc3ccccc3oc2=O)N1Cc1ccco1 (stereo unspecified)	11%	2%	1.2%	3%
O=C(Nc1ccccc1Br)C(Cc1ccccc1)NS(=O)(=O)c1cccc2nsnc12 (stereo unspecified)	5%	0%	?	-8%[10.9 µM]
CN(CCCC(=O)NCc1ccco1)S(=O)(=O)c1ccccc1	4%	5%	4.9%	-6%
COC1C(O)C(CO)OC1n1cnc2c(=O)[nH]c(N)nc21 (stereo unspecified)	-1%	1%	.	5%
CCN(CC)C(=O)CSc1nnc(-c2ccccc2)n1N	5%	8%	0.2%	11%
COc1ccc(C)cc1N(C(=O)c1ccc(F)cc1)c1nc2ccccc2s1	-29%	-6%	.	.
CCOC(=O)c1c(NC(=O)CN2CCCCC2)sc2c1CCN(C(=O)OCC)C2	58%[activator]	74%[activator]	.	.
COc1ccccc1NC(=O)C1=C(C)Nc2nc(SCc3ccccc3Cl)nn2C1c1ccccn1 (stereo unspecified)	8%	12%	?	-11%[10.9 µM]
Cc1ccc(C)c(N2CCN(C(c3ccccc3)c3nnc(-c4ccccc4F)o3)CC2)c1 (stereo unspecified)	-1%	-4%	?	13%[10.9 µM]
O=C1C2CCCN2C(c2ccc(Cl)cc2)N1c1nccs1 (stereo unspecified)	-3%	-8%	-1.5%	?
O=C(NCc1ccc(F)cc1)C1CCN(C(=O)c2ccc(-n3ccc4ccccc43)s2)CC1	-6%	-27%	?	-5%[10.9 µM]
CSc1ccc(CCNC(=O)Cn2c(C)c3cnn(-c4ccccc4)c(=O)c3c2C)cc1	-3%	-6%	?	12%[10.9 µM]
Cc1c(Cl)cccc1NC(=O)c1cc(-c2cccc(Cl)c2)on1	13%	41%	?	15%[10.9 µM]
CCc1ccc(CNC(=O)CN2C(=O)CSc3ccc(S(=O)(=O)N4CCOCC4)cc32)cc1	2%	-2%	?	-11%[10.9 µM]
COCCOC(=O)Cn1nnc2sc(-c3ccccc3)cc2c1=O	0%	-20%	-0.9%	-10%[10.9 µM]
Cc1ccc(C)c(N2CCN(C(=O)CCS(=O)(=O)c3cc4c(cc3Cl)NC(=O)CO4)CC2)c1	-10%	-7%	1.3%	23%[10.9 µM]
CCn1cc(C(C)NC(=O)COc2ccc(Cl)cc2C)c(C)n1 (stereo unspecified)	8%	12%	-1.2%	-12%
COc1ccccc1CNC(=O)c1cc2c(s1)-c1ccc(Cl)cc1SC2	-2%	-5%	-0.5%	-2%[10.9 µM]
CCc1ccccc1NC(=O)CSc1nnc(Cn2nnc3ccccc32)n1C	-8%	15%	.	.
O=C(NCc1ccco1)Nc1ccc(Br)cc1Cl	-11%	-18%	5.5%	-14%
Cc1cc(N2CCN(C3CCCC3)CC2)n2ncc(-c3ccccc3)c2n1	2%	5%	-1.9%	-12%
O=S1(=O)C=CC(Nc2cccc(Cl)c2)C1 (stereo unspecified)	-3%	-3%	6.4%	-14%
Cc1nc2cnc(N3CCN(C)CC3)nc2n(Cc2cccs2)c1=O	5%	5%	1.1%[11.4 µM]	.

For reference, 5 of the compounds above:
SMILES	p53ts 32C kill	p53ts 39C tox	IkB sig inh	Peg3 imprint
Cc1oc2ncn(CC(C)C)c(=O)c2c1C(=O)NCCCN(C)Cc1ccccc1	-3%	5%	-1.1%	-11%[10.9 µM]
COC(=O)c1ccccc1NC(=O)N(Cc1ccc(C)cc1)Cc1cccn1-c1nnc(N2CCCC2=O)s1	-2%	3%	-2.5%	-5%[10.9 µM]
O=C1CSC(c2nn(-c3ccccc3)cc2-c2cc3ccccc3oc2=O)N1Cc1ccco1 (stereo unspecified)	11%	2%	1.2%	3%
O=C(Nc1ccccc1Br)C(Cc1ccccc1)NS(=O)(=O)c1cccc2nsnc12 (stereo unspecified)	5%	0%	?	-8%[10.9 µM]
CN(CCCC(=O)NCc1ccco1)S(=O)(=O)c1ccccc1	4%	5%	4.9%	-6%

Next records follow:
SMILES	p53ts 32C kill	p53ts 39C tox	IkB sig inh	Peg3 imprint
COc1ccccc1C(=O)OCc1cc(=O)n2c(C)csc2n1	?	0.13µM*	?	-24%[10.9 µM]
CN(C)CCCNc1oc(-c2ccc(Cl)cc2)nc1C#N	-8%&-14%	-28%&-17%	0.2%	-46%[inhibitor]
COc1ccc(NC(=O)c2ccccc2NC(=O)c2ccco2)c(OC)c1	-17%	-4%	?	-20%
O=C(O)C1CC=CCC1C(=O)NC12CC3CC(CC(C3)C1)C2 (stereo unspecified)	6%	7%	1.1%	22%
CN1C(=O)c2cccc(N(C)C)c2C1=O	2%	6%	-2.2%	-3%
CCOC(=O)c1cccc(NC(=O)CSc2nc3cc4ccccc4cc3[nH]2)c1	-18%	?	?	8%[10.9 µM]
CC(C)c1ccc(NC(=O)C2CCN(S(=O)(=O)c3cccc4nsnc34)CC2)cc1	-4%	1%	-3.9%	-7%[10.9 µM]
O=C(Cn1cc2c(n1)CCCC2)NCCCN1CCN(C2CCCCC2)CC1	-3%	-4%	-1.0%	-15%
CCOc1ccc(C(=O)c2cn(CC(=O)Nc3cc(OC)cc(OC)c3)c3ccc(F)cc3c2=O)cc1	7%	-5%	?	-12%[10.9 µM]
COC(=O)c1ccc(C2C(C#N)=C(N)Oc3cc(C)n(C)c(=O)c32)cc1 (stereo unspecified)	3%	-4%	0.2%	0%
COc1ccccc1N1C(=O)CCC1(C#N)c1ccccc1 (stereo unspecified)	5%	15%	3.8%	-1%
CCc1cccc(C)c1NC(=O)C(CC)Sc1nncn2c1cc1occc12 (stereo unspecified)	4%	-23%	?	-13%[10.9 µM]
Cn1c(=N)n(CC(=O)O)c2ccccc21	1%	-5%	0.2%	-7%
CC(=O)Nc1nonc1-c1nnc(SCc2ccccc2)n1C	-3%	2%	-0.7%	-12%[10.9 µM]
CC(CCc1ccccc1)NC(=O)CSc1n[nH]c(-c2ccc(F)cc2)n1 (stereo unspecified)	-15%	-33%	?	9%[10.9 µM]
CCC(C)NC(=O)c1[nH]c2cc(OC)ccc2c1Sc1ccc(C)cc1 (stereo unspecified)	5%	-7%	0.1%	-16%[10.9 µM]
O=C1c2[nH]nc(-c3ccc(F)cc3)c2C(c2ccccc2F)N1c1ccccc1 (stereo unspecified)	?	?	?	-8%[10.9 µM]
CC1CCCN(CC(O)CN)C1 (stereo unspecified)	-17%	6%	.	.
COc1cc(NC(=O)C2CCN(S(=O)(=O)c3c(C)noc3/C=C/c3ccccc3F)CC2)cc(OC)c1OC	-5%	-18%	?	-18%[10.9 µM]
Cc1c(C(=O)Nc2ccc3c(c2)OCCO3)sc2nc(-c3ccccc3)cn12	?	?	?	-38%[inhibitor]
CCOC(=O)N1CCC(n2c(=S)[nH]c3cc(OCC)c(OCC)cc3c2=O)CC1	4%	6%	-1.1%	9%
COc1ccc(-c2nc(CSCC(=O)NCc3ccccc3Cl)c(C)o2)cc1OC	-1%	-13%	?	-10%[10.9 µM]
CC1(C)CC(C(CC(=O)O)c2ccccc2)CCO1 (stereo unspecified)	1%	2%	1.2%	.
Cn1c(=O)c(C(=O)CSc2nncs2)c(N)n(Cc2ccccc2)c1=O	6%	0%	1.1%	-5%
Cc1ccc(C)c(NC(=O)Cn2c(=O)n(CCC(C)C)c(=O)c3cccnc32)c1	6%	11%	-0.8%	-16%[10.9 µM]
The listing continues:
SMILES	p53ts 32C kill	p53ts 39C tox	IkB sig inh	Peg3 imprint
O=C(N1CCOCC1)N1CCN(c2nc(-c3ccc(F)cc3)cs2)CC1	-25%	-30%	-1.4%	-18%
CC1CCC(NC(=O)Cn2c(=O)[nH]c3ccsc3c2=O)CC1 (stereo unspecified)	2%	-1%	-0.1%	2%
CC(C)CCn1c(Sc2nc3ccccc3s2)nc2c1c(=O)[nH]c(=O)n2C	-5%	-15%	1.4%	-16%
CC(=O)Nc1ccc(/C=C/c2noc(-c3ccccc3O)n2)cc1	-5%	14%	?	-3%[10.9 µM]
CC(C)CN(CCCNC(=O)Cn1ncc2c3ccccc3n(C)c2c1=O)CC(C)C	-6%	?	1.6%	-6%[10.9 µM]
CC(=O)c1sc2c(c1C)c(=O)n(-c1ccc(Cl)cc1)c(=O)n2Cc1ccc(Cl)cc1	4%	9%	-0.8%	-6%[10.9 µM]
CCCN(CCC)S(=O)(=O)c1ccc(C(=O)Nc2nnc(-c3cc(OC)cc(OC)c3)o2)cc1	-6%	?	1.6%	-5%

Reprinted at random: 3 compounds from above.
SMILES	p53ts 32C kill	p53ts 39C tox	IkB sig inh	Peg3 imprint
COc1ccccc1NC(=O)C1=C(C)Nc2nc(SCc3ccccc3Cl)nn2C1c1ccccn1 (stereo unspecified)	8%	12%	?	-11%[10.9 µM]
O=C(Cn1cc2c(n1)CCCC2)NCCCN1CCN(C2CCCCC2)CC1	-3%	-4%	-1.0%	-15%
O=C1CSC(c2nn(-c3ccccc3)cc2-c2cc3ccccc3oc2=O)N1Cc1ccco1 (stereo unspecified)	11%	2%	1.2%	3%
